Source: PubChem
KLF5 inhibitor – inhibitors of KLF5 expression | DLD-1 KLF5 promoter-luciferase reporter, luminescence | AID 1700 | 0.23% of 290,000 active | inhibition, % at 5 µM;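 active = inhibition above a per-plate limit of that plate's mean compound inhibition plus 3 SD, cut at about 60% in these data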;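 also: 0% = DMSO wells and 100% = LY294002 at 200 µM; higher means less KLF5 promoter-driven luciferase light; inactives centre near -14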
HSP90 inh – HSP90 refolding inhibition in rabbit reticulocyte lysate. inhibition, % at 5.6 µM. luciferase refolding luminescence, 3 h. 0.91% of 290,000 active. AID 1789;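 active = inhibition above the screen-wide mean plus 3 SD, computed separately per campaign, cut at about 16% in these data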;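 also: 0% = DMSO wells and 100% = 60 µM geldanamycin wells; inhibitors lower the luminescence because luciferase stays unfolded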
IEC-6 cytotox – kills IEC-6 intestinal cells in KLF5 counter-screen; 0.78% of 290,000 active; inhibition, % at 5 µM; IEC-6 cytotoxicity, luminescence viability; in the data active = inhibition above about 22%;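 also: 0% = plate median of test compound wells and 100% = cytotoxic reference compound wells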
aSyn 5UTR inh – 5' untranslated region of α-synuclein, MLPCN primary screen; alpha-synuclein 5'UTR reporter, inhibitor activity; inhibition, % (tested at 7.5 µM); 0.82% of 300,000 active; in the data active = inhibition above about 60%; inconclusive = no clear call, values can overlap the other calls;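 also: H4 neuroglioblastoma cells stably carrying SNCA 5'UTR luciferase fusion; 0% = DMSO wells and 100% = positive control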
HSF1 activator – increases HSF-1 driven luciferase reporter signal | activation, % at 9 µM | NIH3T3-HGL HSF-1 luciferase reporter, MG132, 8 h; 100% = twice DMSO control signal | 1.7% of 300,000 active;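 active = mean replicate activation of at least 50% with a set share of replicates each reaching 50%; inconclusive = only one of those two conditions met; inactive = mean below 50% and too few replicates reaching it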;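 also: 0% = median of the neutral control wells and 100% = twice that signal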
GSK3beta inhib – human GSK3beta kinase inhibition | GST-GSK3beta kinase, ADP-Glo luminescence, 60 min; stronger effect = lower value | activity score (negative = inhibition), % at 10 µM | 0.038% of 300,000 active;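 active = more than half of replicate wells score below -50%, meaning over 50% inhibition versus plate controls; inconclusive = some replicates but at most half score below -50%; inactive = no replicate scores below -50%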;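 also: 0% = median DMSO wells and -100% = median GW8510 positive control wells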
Target sequence (P49841 whole entry, looked up): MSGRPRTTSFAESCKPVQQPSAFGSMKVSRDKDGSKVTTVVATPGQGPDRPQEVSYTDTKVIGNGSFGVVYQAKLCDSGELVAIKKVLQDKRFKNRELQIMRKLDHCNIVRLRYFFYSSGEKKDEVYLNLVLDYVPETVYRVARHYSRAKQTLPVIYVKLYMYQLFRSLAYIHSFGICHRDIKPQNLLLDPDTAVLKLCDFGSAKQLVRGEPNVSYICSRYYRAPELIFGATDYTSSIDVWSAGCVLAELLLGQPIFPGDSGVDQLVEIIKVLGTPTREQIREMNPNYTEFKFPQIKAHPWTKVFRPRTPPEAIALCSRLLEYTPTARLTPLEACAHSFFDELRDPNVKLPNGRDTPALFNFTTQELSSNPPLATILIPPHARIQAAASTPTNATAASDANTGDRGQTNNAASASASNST
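Test system: GST-tagged human GSK3beta kinase, cell-free; evaluation: activity score scaled between in-plate DMSO and GW8510 controls; measured by: ADP-Glo luminescence; incubation: 60 min reaction, RT; benchmarks: DMSO and 20 µM GW8510; reagent: peptide substrate plus 25 µM ATP (final); medium: Tris/MgCl2 kinase buffer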
Platelet DG rel – platelet dense granule release activity; AID 1663; 0.22% of 300,000 active; inhibition, %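 (compounds screened at 7.5 µM in platelet-rich plasma)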; human platelet-rich plasma, SFLLRN dense granule ATP release, luminescence;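 active = mean replicate score, as percent of positive control, at or above 50; inconclusive = mean below 50 but at least one replicate at or above 50; inactive = mean and every replicate below 50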
DYRK1A inh – inhibitors of rat Dyrk1A kinase. Q63470. inhibition, % at 12.5 µM. ADP-Glo luminescence, NFATc1 peptide. 0.43% of 310,000 active. AID 504441; in the data active = inhibition above about 50%;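 also: plate controls were vehicle with enzyme for no effect and no enzyme for full effect; many of its hits are not listed in these tables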
HSF1 inh – HSF1 inhibition; AID 2098; NIH3T3-HGL HSE-luciferase, MG132-induced, luminescence 8 h; stronger effect = lower value; 0.77% of 300,000 active; activity change, negative = inhibition, % at 7.5 µM (by protocol);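 active = more than half of replicate wells show activity change below -50%, luminescence cut by over half; inconclusive = some wells, but at most half, below -50%; inactive = no replicate well below -50%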;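 also: luciferase reports HSF-1 transcriptional activity via heat shock element; 0% = median of DMSO wells and -100% = zero luminescence signal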
GSK3 alpha inh – blocks human GSK-3 alpha kinase; P49840; ADP-Glo luminescence, 60 min; inhibition, % at 10 µM; 0.1% of 320,000 active; AID 2650;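 in the data active = inhibition above about 50%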;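 also: GST-tagged GSK-3 alpha with peptide substrate and 25 µM ATP; 0% = DMSO neutral wells and 100% = GW8510 positive control wells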
Target sequence (P49840 whole entry, looked up): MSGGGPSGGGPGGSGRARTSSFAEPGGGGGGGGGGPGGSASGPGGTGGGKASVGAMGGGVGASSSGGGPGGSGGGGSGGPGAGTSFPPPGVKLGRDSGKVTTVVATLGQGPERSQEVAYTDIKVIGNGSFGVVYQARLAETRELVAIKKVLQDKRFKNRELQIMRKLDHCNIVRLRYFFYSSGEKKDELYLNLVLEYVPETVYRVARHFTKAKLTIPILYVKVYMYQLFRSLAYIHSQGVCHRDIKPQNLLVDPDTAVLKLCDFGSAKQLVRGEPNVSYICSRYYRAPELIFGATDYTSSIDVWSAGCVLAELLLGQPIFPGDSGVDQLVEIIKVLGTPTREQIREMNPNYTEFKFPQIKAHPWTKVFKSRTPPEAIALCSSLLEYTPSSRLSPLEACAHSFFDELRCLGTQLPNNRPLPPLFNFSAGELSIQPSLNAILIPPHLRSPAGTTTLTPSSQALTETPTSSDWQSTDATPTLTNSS
Starred values were filed as active, the others as inactive; i = inactive; ? = inconclusive; nt = not tested or not shown. These rows are one share of the data; the hit share may differ from the screen's.

SMILES	KLF5 inhibitor	HSP90 inh	IEC-6 cytotox	aSyn 5UTR inh	HSF1 activator	GSK3beta inhib	Platelet DG rel	DYRK1A inh	HSF1 inh	GSK3 alpha inh
O=C(N/N=C/c1ccc(OC(=O)c2ccc([N+](=O)[O-])cc2)cc1)c1cccnc1	-12	4	4	3	2	-1	2	-7	0	1
Nc1ccc2oc(-c3ccccc3Cl)nc2c1	-58	7	1	?	32	3	6	-5	5	nt
CCc1ccc2[nH]c(=O)c(C(c3nnnn3Cc3ccccc3)N3CCOCC3)cc2c1 (stereo not drawn)	-51	1	2	10	-4	0	0	19	4	11
Cc1cc2cc(CN(Cc3ccc4c(c3)OCO4)C(=O)c3cnccn3)c3nnnn3c2cc1C	-3	-1	-4	3	0	-1	6	-1	10	-2
O=C(CNC(=O)c1cccc(OC(F)F)c1)OCc1cc(=O)n2cc(Br)ccc2n1	-32	-9	3	-3	0	3	0	nt	-2	nt
Cc1cccc(C(=O)Nc2nnc(S(=O)(=O)N3CCCCCC3)s2)c1	-11	-4	1	-10	2	-6	-6	7	-2	-2
CCOC(=O)N1CCN(S(=O)(=O)c2ccc3c(c2)SCC(=O)N3)CC1	18	1	2	9	-7	1	4	3	-3	0
COc1cc(C(=O)NC(=S)Nc2nc(-c3ccc(F)cc3)cs2)cc(OC)c1OC	-30	-2	2	-2	-21	-4	-24	1	-7	-1
CN(C)S(=O)(=O)c1ccc(C(=O)OCC(=O)NCc2ccco2)cc1	-20	-2	-9	2	-13	-7	-5	-2	1	-2
COc1cc(C(=O)NCC(=O)OCC(=O)c2ccc[nH]2)cc(OC)c1OC	3	2	5	27	8	-1	-3	-1	-1	0
CSCC[C@H](NC(=O)Nc1ccc(Oc2ccccc2)cc1)C(=O)O	-13	0	-2	2	-13	-5	-5	-2	-3	-3
Cc1cc(OCC(=O)NCCCN2CCCC2=O)c2c(C)cc(=O)oc2c1	-8	1	3	-25	-10	-2	3	nt	-8	-1
S=C(NCC1CCCCC1)Nc1cccnc1	-21	1	8	5	-3	1	-18	-2	-1	-2
Nc1ccc2c(c1)COC2=O	-32	6	6	-10	-2	6	-3	4	-3	0
COc1cc2c(cc1OC)C1(Nc3c-2c(-c2ccccc2)nn3-c2ccccc2)C(=O)Nc2ccccc21 (stereo not drawn)	12	1	-2	-5	-4	1	-52	-3	-1	1

3 compounds already listed, arranged by the value under aSyn 5UTR inh, ascending.
| SMILES | aSyn 5UTR inh |
| --- | --- |
| Cc1cccc(C(=O)Nc2nnc(S(=O)(=O)N3CCCCCC3)s2)c1 | -10 |
| O=C(CNC(=O)c1cccc(OC(F)F)c1)OCc1cc(=O)n2cc(Br)ccc2n1 | -3 |
| CCOC(=O)N1CCN(S(=O)(=O)c2ccc3c(c2)SCC(=O)N3)CC1 | 9 |

Additional compounds:
SMILES	KLF5 inhibitor	HSP90 inh	IEC-6 cytotox	aSyn 5UTR inh	HSF1 activator	GSK3beta inhib	Platelet DG rel	DYRK1A inh	HSF1 inh	GSK3 alpha inh
CC(C)OC(=O)c1ccc(NC(=O)CSc2nc3ncccc3[nH]2)cc1	-46	-1	6	-62	16	-2	-2	-1	10	-1
O=C(N/C=C/n1cnc2cc(C(F)(F)F)ccc21)c1ccccc1	-7	4	-2	-13	26	0	-3	nt	3	-3
O=C(NNC(=S)Nc1ccccc1C(F)(F)F)c1ccc(Br)o1	-38	-5	-5	7	nt	2	-1	2	nt	-1
CCN1C(=O)[C@H]2[C@@H](c3ccc(-c4ccc(OC)cc4)cc3)N3CCCC[C@@]3(C(=O)OC)[C@H]2C1=O	nt	nt	nt	19	-3	1	-1	-2	7	-1
CC1CCCCC1NC(=O)CN1C(=O)c2ccccc2S1(=O)=O (stereo not drawn)	-56	1	-6	-5	-1	-3	7	-1	-1	-1
COc1cc(-c2nc(-c3ccc(Br)o3)no2)cc(OC)c1OC	-21	1	-8	-76	7	-2	30	-2	8	0
CCCCn1c(N)c(N(CCOC)C(=O)C2CCN(C(=O)c3ccc(F)cc3)CC2)c(=O)[nH]c1=O	nt	nt	nt	1	0	-2	2	9	-6	0
S=c1[nH]cc(-c2ccc(Cl)cc2)n1Cc1ccccc1	-5	5	-3	-53	20	1	7	55*	22	0
Cc1cc(/C=C2\SC(N)=NC2=O)c(C)n1-c1ccc(F)cc1	-16	6	2	-62	0	-6	1	-1	6	3
Cc1ccc(S(=O)(=O)NNC(=S)Nc2cccc(C)c2C)cc1	0	-4	3	6	1	3	-2	6	-2	1
CCOC(=O)C1=C(c2ccccc2)NC(=O)NC1c1ccc(OC)c(OC)c1 (stereo not drawn)	-23	4	-2	10	3	-2	2	-2	3	-2
O=C(CSc1cccc[n+]1[O-])Nc1cccc(Oc2ccccc2)c1	-24	0	0	16	5	3	0	-1	15	-5
CCc1noc(C)c1C(=O)Nc1cc(C(F)(F)F)ccc1-n1cncn1	nt	nt	nt	9	-10	-2	0	12	-3	0
CC(C)CC(=O)NC(=S)Nc1ccc(N2CCCC2)c(Cl)c1	-33	9	0	-43	1	2	15	nt	-10	-6
COc1ccc(NC2=C(C(C)=O)C(c3ccccc3)C(C(C)=O)C(C)(O)C2)cc1 (stereo not drawn)	-31	-2	-4	-5	2	-4	-4	-5	-1	0
CCOC(=O)c1cnc2oc3ccccc3n2c1=O	-26	-2	2	-23	-1	-2	-1	0	7	9
O=C(CN1CCN(c2ccccc2O)CC1)NC(c1ccccc1)c1ccccc1	-10	2	2	9	10	3	-7	-7	9	-1
Cc1ccc(Cn2cccc(NC(=O)NC3CCCCC3)c2=O)cc1	-2	3	1	11	25	-1	-1	4	5	-3
Cc1ccc(NC(=O)CCC(=O)NNC(=O)c2ccccc2[N+](=O)[O-])c(C)c1	-12	0	-4	21	-5	4	2	-2	-8	5
O=C(c1cccs1)N1CCN(c2cccc(Cl)c2)CC1	-31	-5	1	-9	14	0	-1	1	2	-2
Cc1ccc(-c2noc(-c3ccoc3C)n2)cc1	-23	-2	-3	-186	36	3	10	2	18	3
Cc1nc(Nc2ccccc2)sc1-c1ccccc1	-110	-5	4	-44	59*	-1	10	12	46	-2
CC(=O)Oc1ccc(-c2cc3ccccc3oc2=O)cc1	nt	nt	nt	-135	15	-1	24	5	16	-2
COCCCn1ccc(O)c(Cc2ccc(F)cc2)c1=O	7	-1	-2	-1	27	-1	-1	-7	1	4
Cn1c(CCN2CCCCC2)nc2cc(NC(=O)NC3CCCCC3)ccc21	nt	nt	nt	-4	22	-2	5	-5	27	1
CCNc1nc(SC(C)C(=O)OC)nc(N2CCOCC2)n1 (stereo not drawn)	-26	-3	-4	28	-28	0	0	-5	-10	8
O=C(Nc1ccc(F)cc1)c1sc(Cl)nc1-c1ccccc1	-35	-3	-3	-73	16	-2	-8	-3	3	-1
Cc1oc2c(c(=O)c1C)C(=O)CC(c1ccccc1)C2 (stereo not drawn)	-30	0	1	9	-6	0	15	1	-3	0
FC(F)Sc1nnc(-c2cccs2)n1-c1ccccc1	-22	-2	-4	15	-7	0	7	-1	-5	1
Cc1ccc(-c2nnc(Nc3ccc(C(N)=O)cc3)c3ccccc23)cc1S(=O)(=O)NCC1CCCO1 (stereo not drawn)	-29	0	-1	-1	20	0	0	-5	-8	-3
O=C(COC(=O)c1n[nH]c2ccccc12)c1cc(F)ccc1F	-14	-2	4	-29	29	1	-4	nt	2	6
COc1cc(CNCc2ccccn2)ccc1OCc1ccc(Cl)c(Cl)c1	-36	1	7	-114	24	2	11	2	24	3
Cc1ccc(C)c(NC(=O)C(OC(=O)c2ccc(C)s2)c2ccccc2)c1 (stereo not drawn)	-5	4	0	18	nt	1	4	10	nt	nt
CCCCN=C(C)C1=C(O)CSC1=O	-22	0	0	-10	-11	6	5	9	-4	-5
CCc1nnc(NC(=O)CCC(=O)N2CCC(Cc3ccccc3)CC2)s1	-20	2	2	2	4	-1	-5	-3	-7	-2
Cc1ccc(NC(=O)C2CCN(S(=O)(=O)c3cccc4cccnc34)CC2)nc1	19	1	-4	12	2	1	-20	0	-6	1
Nc1cccc2c1C(=O)N(C(=O)c1cccc(S(=O)(=O)N3CCCC3)c1)C2=O	-16	-1	-1	-9	5	-1	-1	14	1	5
O=C(CSS(=O)(=O)O)N1CCN(C(=O)c2ccoc2)CC1	-3	0	0	-23	-10	2	20	-2	-3	0
CC(C)Oc1ccc(CC2CCC(=O)N(C)C2=O)cc1 (stereo not drawn)	13	4	-2	-7	5	2	10	-4	4	nt
Cc1cccc(C(=O)NCC(=O)OCC(=O)N2CC3(C)CC2CC(C)(C)C3)c1 (stereo not drawn)	10	-5	-4	0	16	5	21	-2	0	-1
O=C(Nc1ncccc1O)c1ccc(C(=O)c2ccccc2)cc1	nt	nt	nt	i	-3	-1	23	-1	-3	nt
N#Cc1cccc(NC(=O)COC(=O)c2cccc(N3C(=O)c4ccccc4C3=O)c2)c1	8	-3	-10	-19	3	3	-6	0	-5	-3
CCCCn1c(=O)[nH]c(=O)c2c1nc(-c1cc(Br)c(OCC)c(OC)c1)n2C	-13	-2	8	11	5	-1	-8	-3	-6	-1
O=C(CCN1C(=O)C2CCCCC2C1=O)Nc1ccc(Br)cc1F (stereo not drawn)	nt	nt	nt	-5	-15	3	-15	8	-2	-3
CC(=O)Nc1ccc(NC(=O)C(C)OC(=O)CN(C)S(=O)(=O)c2ccc(Cl)cc2)cc1 (stereo not drawn)	-27	4	-4	-15	21	-3	-3	-2	5	0
COc1ccccc1OCC(=O)Nc1cc(C(F)(F)F)ccc1-n1cncn1	nt	nt	nt	0	3	0	10	7	-1	-2
CN(CC(=O)Nc1ccccc1Br)C(=O)c1cccc(S(=O)(=O)NCc2ccccc2)c1	nt	nt	nt	0	7	3	-2	-8	7	-1
Cc1cc(NC(=O)CN(C)C)c([N+](=O)[O-])cc1C	-9	2	0	14	-7	3	1	-3	0	3
COc1ccc(C2=NN(C(=O)CSc3nc4ccccc4s3)C(c3ccc(F)cc3)C2)cc1 (stereo not drawn)	6	-6	-2	-21	7	0	1	-3	-8	2
O=C(CCc1ccc(Oc2cc([N+](=O)[O-])cc([N+](=O)[O-])c2)cc1)Nc1cccc(Cl)c1	-10	0	0	21	6	3	5	2	0	-1
CC(=O)c1ccc(N2C(=O)C3C4C=CC(CC4)C3C2=O)cc1 (stereo not drawn)	-20	1	8	-12	-15	0	-5	5	-4	-2
Cc1cc(NC(=O)Cn2nc(C)c([N+](=O)[O-])c2C)no1	-7	1	4	3	4	1	?	-9	-5	0
CC(C)c1ccc(S(=O)(=O)N2CCN(C(=O)c3ccc(N4CCCC4)c([N+](=O)[O-])c3)CC2)cc1	-30	14	-7	0	8	3	-28	nt	-2	-1
COCCNS(=O)(=O)c1cc(OC)c(Cl)cc1Cl	-25	17*	-4	-5	-43	1	3	nt	-30	nt
CCN(CC)c1ccc(/C=N/Nc2nc(C)cc(C)n2)cc1	-27	0	4	26	-8	2	-17	nt	-5	-4
O=C(Nc1cccc(C(=O)NC2CCCCC2)c1)c1ccccc1	-22	0	5	-11	16	-1	4	2	4	0
